Assay outcomes from PubChem.
cardiac RTF act: cardiac RTF calcium sensitization; P19429+P45379; IANBD-labeled TnC RTF fluorescence at EC20 calcium; 0% EC20 calcium, 100% full calcium; activation, % at 7.2 µM; 340,000 compounds, 0.24% hits;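 active = activation above the mean over all tested compounds plus 3 SD, cut at about 30% in these data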;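 note: rise in fluorescence read as greater calcium sensitivity of cardiac thin filaments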
CAL PDZ FP: inhibitors of human CAL PDZ peptide binding; Q9HD26; purified CAL PDZ, TMR-peptide fluorescence polarization, 1 h; inhibition, % at 24.9 µM; 300,000 compounds, 0.92% hits; AID 602252;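 active = mean inhibition of at least 30% with at least half of replicates also reaching 30%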;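 note: 0% = DMSO neutral control and 100% = excess unlabeled competitor peptide PRC23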
Keap1 Nrf2 FP: disrupts human Keap1 binding to Nrf2 peptide | inhibition, % at 9.4 µM | 340,000 compounds, 0.15% hits | Q14145 | Keap1 Kelch-Nrf2 peptide fluorescence polarization, 1536-well | AID 504523; in the data active = inhibition above about 12%;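 note: human Keap1 Kelch domain with fluorescein labeled Nrf2 9mer peptide probe; 0% = neutral control wells and 100% = peptide positive control; higher means more block of Keap1 binding to Nrf2 peptide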
Target sequence (Q14145 whole entry, looked up, the tested form may be a part): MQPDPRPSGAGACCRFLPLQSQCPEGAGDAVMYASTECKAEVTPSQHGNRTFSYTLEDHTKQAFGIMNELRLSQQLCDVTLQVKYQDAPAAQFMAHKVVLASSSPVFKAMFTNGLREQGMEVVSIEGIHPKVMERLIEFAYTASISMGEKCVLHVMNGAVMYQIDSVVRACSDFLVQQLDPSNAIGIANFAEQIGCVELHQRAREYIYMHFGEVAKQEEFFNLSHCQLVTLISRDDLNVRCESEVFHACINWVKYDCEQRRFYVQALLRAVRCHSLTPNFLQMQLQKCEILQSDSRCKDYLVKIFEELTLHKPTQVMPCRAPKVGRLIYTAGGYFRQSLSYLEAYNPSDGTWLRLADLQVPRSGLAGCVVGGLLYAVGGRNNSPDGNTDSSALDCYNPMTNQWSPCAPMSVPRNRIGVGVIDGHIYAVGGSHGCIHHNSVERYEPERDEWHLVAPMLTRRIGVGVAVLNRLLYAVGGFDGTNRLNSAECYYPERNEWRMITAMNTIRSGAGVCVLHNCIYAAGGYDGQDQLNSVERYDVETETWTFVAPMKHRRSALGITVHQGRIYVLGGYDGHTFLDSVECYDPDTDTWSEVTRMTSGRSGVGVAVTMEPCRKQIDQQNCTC
Cardiac RTF inh: cardiac RTF calcium desensitization | P19429+P45379 | IANBD-labeled cardiac RTF, Ca2+ fluorescence | inhibition, % at 7.15 µM | 340,000 compounds, 0.12% hits;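 active = inhibition above the mean inhibition of all tested compounds plus 3 SD, cut at about 17% in these data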;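 note: assay run at fixed EC70 calcium of 1.6 mM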
HTR5A inv ag: inverse agonist of human HTR5A in OPRM1-OPRD1 counter-screen. inhibition, % at 9.3 µM. 340,000 compounds, 0.083% hits. HTR5A cell line, luminescence, inverse agonism; in the data active = inhibition mostly above about 23%, no sharp cut-off; inactive = mostly below about 18%;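 note: 0% = cells with DMSO and 100% = no-cell wells with DMSO; some compounds called inactive have numbers as strong as hits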
Target sequence (P47898 whole entry, looked up): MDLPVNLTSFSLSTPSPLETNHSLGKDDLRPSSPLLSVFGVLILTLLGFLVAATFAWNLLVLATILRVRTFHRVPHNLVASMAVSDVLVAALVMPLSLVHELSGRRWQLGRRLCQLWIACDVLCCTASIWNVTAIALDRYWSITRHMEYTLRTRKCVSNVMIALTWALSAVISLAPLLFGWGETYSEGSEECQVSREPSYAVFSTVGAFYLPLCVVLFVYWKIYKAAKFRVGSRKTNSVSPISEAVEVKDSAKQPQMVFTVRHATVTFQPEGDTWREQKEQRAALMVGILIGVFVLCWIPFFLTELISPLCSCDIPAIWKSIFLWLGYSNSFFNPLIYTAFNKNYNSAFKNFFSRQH
C-LANA FP: inhibitors of KSHV LANA C-terminal domain DNA binding; MBP-C-LANA/FAM-LBS DNA binding, fluorescence polarization; inhibition, % at 9 µM; 340,000 compounds, 0.078% hits; AID 504423;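 active = highest replicate inhibition at or above 60% at 9 µM, even if other replicates fall short; inactive = all replicates below 60% inhibition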;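 note: 0% = neutral control wells and 100% = 4 µM acridine orange control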
MOR-DOR inv ag: inverse agonists of human mu-delta opioid receptor heterodimerization; inhibition, % at 9.3 µM; P35372+P41143; AID 504357; 340,000 compounds, 0.21% hits; cell-based MOR-DOR heterodimer luminescence, inverse agonism; in the data active = inhibition above about 22%, passing the limit was not always enough;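 note: 0% = cells with DMSO and 100% = wells without cells with DMSO; values of inactives mirror those of a sister screen read the other way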
MOR-DOR ag: agonists of human mu-delta opioid receptor heterodimerization; P35372+P41143; cells, OPRM1-OPRD1 heterodimerization, luminescence; activation, % at 9.3 µM; 340,000 compounds, 0.3% hits; AID 504326; in the data active = activation above about 18%;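 note: 0% = vehicle-treated cells and 100% = reference agonist; values of inactives mirror those of a sister screen read the other way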
V-ATPase pHluor: alters yeast V-ATPase proton transport; response, % at 10 µM; S. cerevisiae, pHLuorin cytosolic pH fluorescence; AID 504577; 350,000 compounds, 0.37% hits; in the data active = response mostly above about 7.3%, no sharp cut-off; inactive = mostly below about 5.4%; note: actives read high; inactives centre near 0; some compounds called inactive have numbers as strong as hits; reference of the scale not given here
HTR5A ag ctr: counter-screen for OPRM1-OPRD1 agonists: human HTR5A agonism | AID 504692 | activation, % at 9.3 µM | 340,000 compounds, 0.61% hits | HTR5A agonist assay, luminescence, cell-based; in the data active = activation mostly above about 9.5%, no sharp cut-off; inactive = mostly below about 7.6%;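 note: 0% = cells with vehicle only and 100% = reference agonist; strong numbers were not always called active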
* hit, by the source's call; . = not tested or not shown.

SMILES	cardiac RTF act	CAL PDZ FP	Keap1 Nrf2 FP	Cardiac RTF inh	HTR5A inv ag	C-LANA FP	MOR-DOR inv ag	MOR-DOR ag	V-ATPase pHluor	HTR5A ag ctr
O=C(Nc1ccc2[nH]ncc2c1)c1ccccc1Br	-5	-5	5	3	3	-1.9	3	-0.7	-1	-1
O=c1cc(Cn2ccnc2)c2cc(O)ccc2o1	-7	3	-2	-3	-12	0.0	11	-2.4	0	3
COC(=O)NNC(=O)COc1cc(C)c(Br)cc1C(C)C	4	-1	-4	-8	-12	0.4	1	-0.2	-1	3
CC(C)[C@H]1CN(C)CCN1Cc1cn(C)nc1-c1cccc(Cl)c1	3	-2	1	-1	-25	-0.2	4	-0.7	0	5
O=C(CCc1ccc(S(=O)(=O)N2CCOCC2)cc1)Nc1nccs1	7	-1	-4	3	-7	0.0	5	-0.8	1	-3
CCN(CC)Cc1c(O)ccc2c(=O)c(-c3ccccc3)coc12	5	.	-8	-2	2	-1.9	7	-1.4	-6	-1
COc1cc(C(=O)N/N=C/c2cccc(Oc3ccccc3)c2)ccc1O	-2	-5	2	-4	11	-0.7	14	-2.5	4	-3
COc1ccccc1NC(=S)NNC(=O)c1ccccc1Br	-2	-3	4	10	5	-0.1	2	-0.3	0	-2
N/C(Cn1cncn1)=N\OC(=O)c1ccc(Cl)cc1	4	-3	-3	-13	26	-0.4	3	-0.6	1	3
COc1ccccc1-c1cc(C(=O)NC2CCN(C)CC2)c2ccc(Cl)c(C)c2n1	-1	3	-3	5	13	-0.3	4	-0.8	-2	4
COc1ccc(OC)c(NC(=O)CSc2ccc(-c3ccco3)nn2)c1	-4	-5	-4	-2	15	0.7	1	-0.1	-1	7
O=C(CCc1nc(-c2ccccc2F)no1)NCc1ccco1	5	0	-2	-3	-13	-0.9	13	-2.3	-2	1
Cc1ccnc(N2C(=O)c3ccccc3C2Nc2ccccc2Cl)c1 (configuration not stated)	1	-1	-8	3	-15	0.7	-14	2.4	3	-1
CCNC(=S)N(Cc1ccc(OC)cc1)C1CC(=O)N(c2ccc(OCC)cc2)C1=O (configuration not stated)	-1	-1	1	-10	0	-0.2	-8	1.5	0	0
CC(C)=C1C2CCC1C(C(=O)NCc1ccccc1)C2C(=O)O (configuration not stated)	5	0	-1	-1	-7	0.4	5	-0.9	3	1
O=C(c1cc2nc(-c3ccco3)cc(C(F)(F)F)n2n1)N1CCN(c2ccccc2)CC1	0	-4	0	-1	-11	-1.3	-11	1.9	-3	4
CS(=O)(=O)N(CC(=O)N1CCN(c2cccc(Cl)c2)CC1)c1cccc(F)c1	-7	-5	-6	2	14	-0.8	0	0.0	0	1
CCNC(=S)N1CCCC(c2nc3ccc(C)cc3[nH]2)C1 (configuration not stated)	0	-3	0	-1	11	0.1	6	-1.2	0	-6
O=C(Cn1cc(C(F)(F)F)ccc1=O)N1CCc2ccccc21	2	-4	1	2	-14	-0.9	14	-3.5	-3	-7
CSc1nc2nc3c(c(=O)n2[nH]1)CCC3	2	-3	1	9	-8	0.7	-10	1.7	-4	2
COc1ccc(-c2nc(CS(=O)(=O)CC(=O)NC3CCC(C)CC3)c(C)o2)cc1 (configuration not stated)	2	0	-9	-8	18	0.5	-23	4.5	4	0
Cc1cc(C[n+]2cc(Br)ccc2N)c2ncccc2c1	-3	-5	-2	-3	-21	-0.6	12	-2.2	-3	5
Cc1cc(C)c2cccc(N)c2n1	-6	-3	1	-10	8	-0.9	0	-0.1	31*	-3
CCOC(=O)N1CCc2c(sc3nc[nH]c(=O)c23)C1	7	-2	2	-12	-9	1.0	9	-1.6	-3	0
FC(F)(F)c1nnc2sc(-c3ccncc3)nn12	1	-1	1	-5	13	0.3	8	-1.7	0	-5
O=C(Nc1ccccc1)c1cccc(N2C(=O)C3C4CC(C(Br)C4Br)C3C2=O)c1 (configuration not stated)	-6	-1	0	-12	-2	-0.1	15	-3.0	-1	4
COc1ccc(-n2nc(C(=O)Nc3ccc(OC)c(OC)c3)c3c4ccccc4n(C)c3c2=O)cc1	-4	-4	-4	-7	9	-1.4	16	-2.5	0	4
O=C(O)c1cccc(NC(=S)NCc2ccccc2)c1	-6	3	1	16	-2	-2.8	12	-2.3	-3	1
COc1ccc(C(=O)C2CCCN(C(=O)c3ccc(CSC)o3)C2)cc1F (configuration not stated)	-6	-4	-2	-5	-7	0.0	8	-1.1	0	1
CCCCn1c(O)c(C(CC)=Nc2ccc3c(c2)CCC3)c(=O)[nH]c1=O	2	.	-1	2	19	1.4	-2	0.4	1	4
O=C(CN1CCN(C(=O)c2ccc(-c3nc4ccccc4s3)o2)CC1)Nc1ccc(F)cc1	2	-2	-4	-6	-10	-1.2	9	-2.2	6	4
Cc1ccnc(NCc2ccccc2O)c1	3	-6	3	0	12	-6.1	4	-0.9	2	-3
COC(=O)CC1SC(=O)NC1=O (configuration not stated)	6	2	-6	9	-5	0.5	2	-0.4	-1	-1
COc1ccc(NS(=O)(=O)c2cccc(C(=O)NCCc3ccc(S(N)(=O)=O)cc3)c2)cc1	2	0	-2	4	-4	-0.1	1	-0.2	-1	2
O=C(Cn1c(=O)oc2ccccc21)N1CCOCC1	-4	6	1	0	5	0.3	-10	1.4	0	-4
Cc1cc(N2CCOCC2)n2nc(C)c(-c3ccccc3)c2n1	0	-3	1	-10	6	1.8	12	-2.7	-8	2
O=C(/C=C/c1ccc(F)cc1)NC(=S)N1CCN(c2ccccn2)CC1	2	.	-4	-4	19	2.1	-2	0.3	2	2
c1ccc(-c2ccc(C3=Nn4c(Cn5nnc6ccccc65)nnc4SC3)cc2)cc1	2	-2	-5	-6	2	-0.8	6	-1.0	2	0
COc1ccc(C2/C=C\CN(C(=O)Nc3ccccc3-c3ccccc3)CC(=O)N2Cc2ccc(F)cc2)cc1 (configuration not stated)	-6	-3	-3	-11	-3	-1.9	-1	0.3	0	6
CCc1ccc(-c2nc(CSCC(=O)NCc3ccco3)c(C)o2)cc1	3	1	-18	-2	-2	2.8	4	-0.9	1	3
CSc1ccc(C(=O)C2CCCN(C(=O)c3cc4cc(F)ccc4[nH]3)C2)cc1 (configuration not stated)	-4	-3	0	9	-20	0.7	-6	1.2	1	8
Cc1cccc(NC(=O)CSc2nnc(-c3cc(C)[nH]n3)n2N)c1	-6	4	-2	-5	-7	-1.1	15	-2.8	4	-4
O=C(CSc1nc2ccccc2c(=O)n1CCCN1CCOCC1)Nc1ccc(Br)cc1	12	-6	-2	-4	-3	-0.5	14	-2.7	4	1
C[C@H](Cc1ccccc1)Nc1ncnc2c1ncn2[C@@H]1O[C@H](CO)[C@@H](O)[C@H]1O	2	2	-5	3	-19	2.9	4	-0.7	4	5
Cn1ncc(Cl)c1C(=O)N1CCOCC1	-1	1	2	-7	4	-0.5	2	-0.3	-3	-2
O=C(NCc1ccncc1)C1CCN(S(=O)(=O)c2cccc(C(F)(F)F)c2)CC1	-10	-7	1	-27	-14	-0.4	16	-2.6	3	-3
Cn1cc([N+](=O)[O-])c(C(=O)Nc2ccc(-c3nc4ccccc4o3)cc2)n1	-2	3	-2	-2	24	1.0	-2	0.3	-3	13
COC(=O)C1=C(C)N(CCCC(=O)O)C(=O)NC1c1ccc2c(c1)OCO2 (configuration not stated)	4	-2	-1	3	18	1.7	-2	0.3	4	-7
Cc1ccccc1-n1c(SCC(=O)N2CCN(c3ccccc3)CC2)nnc1-c1ccncc1	0	.	-2	-4	19	0.4	-2	0.3	-1	1
Cc1ccc(NC(=O)CCC(=O)NNC(=O)/C=C/C(=O)O)c(C)c1	2	1	-1	-1	3	0.2	7	-1.4	2	-1
Cc1ccc(NC(=O)CCNC(=O)c2ccc(Cl)cc2)nc1	-3	-2	-5	-2	10	0.8	12	-1.8	2	-1
Cc1ccccc1-c1nc(CS(=O)(=O)CC(=O)NCCCN2CC(C)CC(C)C2)c(C)o1 (configuration not stated)	-1	3	-5	0	-17	0.1	-9	1.7	-1	4
COCCN(C(=O)COC(=O)c1ccccc1Nc1ccccc1)c1c(N)n(Cc2ccccc2)c(=O)[nH]c1=O	-15	.	-1	5	18	-1.5	12	-1.7	1	-7
Cc1cccc(NS(=O)(=O)c2cc(OCC(N)=O)c(C)cc2Cl)c1	-3	-5	4	-8	-24	-0.9	-22	3.8	0	1
CSCCC(NC(=O)c1ccc(Cl)cc1Cl)C(=O)OCC(N)=O (configuration not stated)	-2	-3	-2	-5	7	-0.2	3	-0.6	-7	-2
O=C(CCCN=C1NS(=O)(=O)c2ccccc21)OCC(=O)c1ccccc1	3	-3	-3	-17	21	-0.4	12	-2.2	3	-9
O=C(COC(=O)/C=C/c1cccc(Cl)c1)NCc1cccs1	-1	-4	-2	-2	-4	0.2	-9	2.2	-2	2
CC(=O)c1c(C)[nH]c(C(=O)OCC(=O)N2c3ccccc3NC(=O)C2(C)C)c1C	-3	-4	-4	6	-12	-0.2	-7	1.1	-3	-2
O=C(CCC(=O)Nc1ccccc1Cl)NN=C1CCCC1	7	-5	-2	-3	-8	-0.9	3	-0.5	0	2
O=C(N/N=C/c1cccc(F)c1)c1csc2c1CCCC2	-3	.	-3	-5	-19	-1.5	-20	4.8	0	0

3 compounds already listed, arranged by the value under MOR-DOR ag, rising:
| compound | MOR-DOR ag |
| --- | --- |
| COc1ccc(-n2nc(C(=O)Nc3ccc(OC)c(OC)c3)c3c4ccccc4n(C)c3c2=O)cc1 | -2.5 |
| C[C@H](Cc1ccccc1)Nc1ncnc2c1ncn2[C@@H]1O[C@H](CO)[C@@H](O)[C@H]1O | -0.7 |
| CCCCn1c(O)c(C(CC)=Nc2ccc3c(c2)CCC3)c(=O)[nH]c1=O | 0.4 |

Later entries
SMILES	cardiac RTF act	CAL PDZ FP	Keap1 Nrf2 FP	Cardiac RTF inh	HTR5A inv ag	C-LANA FP	MOR-DOR inv ag	MOR-DOR ag	V-ATPase pHluor	HTR5A ag ctr
CCCc1cc(=O)[nH]c(SCc2ccc(F)cc2)n1	-2	-7	-4	1	4	-1.2	11	-2.1	0	-1
CCC(C)(C(=O)NC1CCCC1)N(C)C(=O)c1ccccn1 (configuration not stated)	5	-4	-2	-3	-4	-1.4	6	-1.4	6	2
NC(=O)C1CCN(C(=O)c2cc3ccccn3n2)CC1	2	0	0	5	-6	-1.1	16	-2.7	1	2
Cc1nn(-c2ccccc2)c2c1CC(=O)Nc1ccccc1-2	2	-2	.	-3	8	.	9	-2.0	6	-2
CCCCCN(C(=O)NC(=O)Nc1nncs1)S(C)(=O)=O	2	-1	-3	7	9	-1.1	10	-1.7	-1	-3
CC(=O)c1c(N2CCN(Cc3ccccc3)CC2)nc(=S)n(-c2ccccc2)c1C	7	2	-5	2	14	0.0	14	-2.8	5	-1
Cc1cc(N(C)C)c(C#N)c(=O)[nH]1	2	-1	4	-2	18	0.9	7	-1.1	12	0
Cc1sc(NC(=O)c2ccco2)c(C(Nc2ccccn2)c2ccccc2)c1C (configuration not stated)	4	-1	-1	-8	-25	-0.7	0	0.0	5	2
COc1ccc(S(=O)(=O)Nc2ccc3c(c2)N(C(C)=O)CCC3)cc1	-9	-3	1	1	-2	0.3	1	-0.2	0	1
Cc1ccc(C(=O)CC(=O)c2cc(Cl)ccc2O)cc1	-2	.	1	-8	-52	1.2	-4	0.7	-2	9
